SENP1 FRET inh: blocks the human SENP1 SUMO protease catalytic domain | Q9P0U3 | recombinant SENP1 catalytic domain, CyPet-SUMO1-YPet FRET cleavage | inhibition, % at 10 µM | hit rate 0.21% among 360,000;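 active = inhibition at least 30% at 10 µM, raw YFP signal under a set limit, fluorescence ratio 0.5 to 1.5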;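 note: 0% = enzyme with DMSO and 100% = no enzyme wells; some results filed as inactive read as strong as hits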
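Test system: human SENP1 catalytic domain; medium: Tris pH 8 buffer plus EDTA, NaCl, BME, BSA, NP40, catalase; incubation: 50 min reaction at room temperature; technique: FRET, CFP and YFP emission; controls: no-enzyme low control and enzyme-plus-DMSO high control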
A3G deaminase: inhibitors of human APOBEC3G DNA deaminase. Q9HC16. inhibition, % at 20 µM. recombinant A3G, ssDNA deamination FAM/TAMRA fluorescence. hit rate 0.28% among 330,000;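 active = inhibition of at least 40% at 20 µM, with no more than 30% in the related APOBEC3A deaminase screen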;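 note: plate controls were DMSO wells with A3G for no effect and wells lacking A3G enzyme for full effect; some compounds called inactive have numbers as strong as hits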
Target sequence (Q9HC16 whole entry, looked up): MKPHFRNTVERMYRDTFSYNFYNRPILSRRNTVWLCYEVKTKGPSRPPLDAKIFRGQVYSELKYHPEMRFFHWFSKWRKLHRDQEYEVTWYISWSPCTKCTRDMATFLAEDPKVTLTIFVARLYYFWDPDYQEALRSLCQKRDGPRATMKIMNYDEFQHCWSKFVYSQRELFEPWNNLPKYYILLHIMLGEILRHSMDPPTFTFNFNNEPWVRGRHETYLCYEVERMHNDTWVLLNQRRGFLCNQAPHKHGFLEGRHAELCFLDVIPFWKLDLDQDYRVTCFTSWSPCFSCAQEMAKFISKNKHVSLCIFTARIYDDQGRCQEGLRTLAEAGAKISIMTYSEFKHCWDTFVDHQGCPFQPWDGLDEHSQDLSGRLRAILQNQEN
SENP8 block-1: SENP8 (human) protease inhibition | AID 602440 | inhibition, % at 20 µM | hit rate 0.64% among 360,000 | recombinant SENP8, Nedd8 substrate fluorescence; in the data active = inhibition mostly above about 40%, no sharp cut-off; inactive = mostly below about 27%
Target sequence (Q96LD8 whole entry, looked up): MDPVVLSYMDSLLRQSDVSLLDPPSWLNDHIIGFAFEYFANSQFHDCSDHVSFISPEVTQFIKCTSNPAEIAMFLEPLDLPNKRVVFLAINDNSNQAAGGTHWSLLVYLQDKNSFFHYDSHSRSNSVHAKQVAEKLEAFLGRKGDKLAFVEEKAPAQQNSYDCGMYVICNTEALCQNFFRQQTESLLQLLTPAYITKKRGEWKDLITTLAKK
UBC13 polyUb: inhibitors of human UBC13 polyubiquitin chain formation; TR-FRET; inhibition, % at 20 µM; hit rate 0.47% among 330,000; in the data active = inhibition above about 45%, passing the limit was not always enough
Apaf-1 inh: human Apaf-1 inhibition | reconstituted apoptosome caspase-3 activity, DEVD-Rh110 fluorescence | inhibition, % at 20 µM | hit rate 0.71% among 330,000 | AID 489030; active = inhibition of at least 40% at 20 µM;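 note: plate controls were DMSO wells for no effect and DEVD-CHO caspase inhibitor wells for full effect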
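Material: reconstituted apoptosome with Apaf-1, cytochrome c, caspase-9, procaspase-3, dATP. Technique: Rh110 fluorescence intensity. Buffer or medium: pH 7.5 Hepes buffer with CHAPS, BSA, DTT. Times: 30 min plus 50 min, RT.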
SENP8 block-2: inhibitors of human SENP8 protease | purified SENP8, Z-RLRGG-aminoluciferin cleavage, luminescence | inhibition, % at 10 µM | hit rate 1.2% among 330,000 | AID 2540; in the data active = inhibition above about 50%
SENP7 inh: SENP7 protease inhibition; Q9BQF6; recombinant SENP7, Z-RLRGG-aminoluciferin luminescence, 40 min; inhibition, % at 5 µM; hit rate 1.5% among 330,000;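 active = inhibition above about 50% at the single test dose, limit read from the data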;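 note: plate controls were DMSO with enzyme for no effect and no enzyme buffer wells for full effect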
Target sequence (Q9BQF6 706-1050 limits assumed): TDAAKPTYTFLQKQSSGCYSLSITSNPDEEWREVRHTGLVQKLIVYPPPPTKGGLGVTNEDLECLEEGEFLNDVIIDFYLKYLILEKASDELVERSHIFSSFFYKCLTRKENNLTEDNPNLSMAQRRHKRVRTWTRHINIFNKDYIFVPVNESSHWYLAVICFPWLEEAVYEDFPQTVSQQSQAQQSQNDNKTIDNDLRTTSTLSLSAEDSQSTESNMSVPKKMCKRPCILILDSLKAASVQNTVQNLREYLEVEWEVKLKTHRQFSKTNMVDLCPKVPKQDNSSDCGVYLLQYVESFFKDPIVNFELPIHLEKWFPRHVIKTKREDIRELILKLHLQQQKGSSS
SENP6 block: blocks the human protease SENP6; Q9GZR1; Recombinant SENP6 catalytic domain, aminoluciferin luminescence; inhibition, % at 10 µM; hit rate 1.8% among 330,000;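 active = inhibition above about 50% at the single tested dose, limit read from the data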;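 note: plate controls were DMSO wells with enzyme for no effect and DMSO wells lacking enzyme for full effect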
Active calls of the source: *; . = no result given.

Order of results: SENP1 FRET inh | A3G deaminase | SENP8 block-1 | UBC13 polyUb | Apaf-1 inh | SENP8 block-2 | SENP7 inh | SENP6 block
- CN(C(=O)CSc1ncnc2sccc12)C1CCS(=O)(=O)C1 (stereo unspecified)
 : -14 | -1 | -12 | 2 | -2 | 3 | -1 | 8
- Cc1ccc(SCC(=O)Nc2ccc(N3CCN(C)CC3)c(F)c2)cc1
 : 1 | 2 | 29 | -4 | 0 | 2 | -5 | 8
- O=C(CNc1ccccc1)N/N=C/c1c[nH]c2ccccc12
 : 2 | -1 | 6 | 4 | -8 | 9 | 8 | 1
- c1ccc(-c2nc(NCCCn3ccnc3)c3ccccc3n2)cc1
 : -2 | -1 | -16 | 10 | -2 | 0 | -2 | 4
- O=C(CN1C(=O)c2ccccc2C1=O)NC1CCC(O)CC1 (stereo unspecified)
 : 1 | -1 | 5 | 2 | 0 | -1 | 0 | -6
- Cc1ccc(-c2nn(C)c(=O)c3ccccc23)cc1CNS(C)(=O)=O
 : 0 | -7 | 14 | -3 | 5 | -9 | -15 | -17
- COc1ccc(/C=C2\CCCC3C2=NN(C(=O)c2scnc2C)C3c2ccc(OC)cc2)cc1 (stereo unspecified)
 : -3 | -3 | -146 | 2 | 9 | -1 | 1 | -10
- COc1ccc(OC2CCN(S(=O)(=O)c3ccccc3)CC2)cc1
 : 0 | -6 | 19 | 2 | 18 | -10 | -3 | -17
- CCOc1ccc(NC(=O)Cc2ccccc2)c([N+](=O)[O-])c1
 : 2 | -2 | 14 | 3 | -1 | 1 | -7 | -11
- Cc1ccc(C(=O)Nc2cccc(S(=O)(=O)N3CCOCC3)c2)cc1[N+](=O)[O-]
 : 3 | -7 | 20 | 6 | -4 | -8 | -2 | -8
- CC(/C=C/c1ccccc1)=N/O
 : 2 | -1 | 21 | -14 | 5 | -18 | 1 | 24
- Fc1ccc(NCc2cn3ccccc3n2)cc1
 : 7 | -7 | -296 | 7 | -5 | 23 | 31 | 48
- COc1ccccc1/C(C)=N/NC(=S)NCc1ccccc1
 : -1 | 1 | 8 | -1 | 7 | 2 | 5 | 15
- CN1CCCC(OC(=O)c2cccc(Br)c2)C1 (stereo unspecified)
 : 0 | -8 | 10 | 5 | -11 | 8 | 1 | 17
- O=C(O)C1CC=CCC1C(=O)NCCCN1CCCC1=O (stereo unspecified)
 : 1 | 0 | 6 | 0 | 4 | 3 | -2 | 1
- O=C(CC1C(=O)NCCN1CC1CCCCC1)NCc1ccc(F)cc1F (stereo unspecified)
 : -8 | -4 | -56 | 0 | 11 | -4 | -3 | -21
- NC(=O)c1ccc(NCC2CCCO2)c([N+](=O)[O-])c1 (stereo unspecified)
 : -14 | 14 | 1 | -29 | 4 | 0 | 0 | -12
- O=C(COc1ccc(Br)cc1F)NC1CC1
 : 2 | 9 | -2 | 1 | 2 | -11 | 5 | 2
- CCN(CC)S(=O)(=O)c1ccc(Nc2ccc(-c3ccc4c(c3)OCCO4)nn2)cc1
 : 2 | -2 | -16 | -8 | 0 | 5 | -1 | -2
- Cc1ccccc1Cn1cc(CCC(=O)N2CCOCC2)c2ccccc21
 : -1 | -1 | 14 | 9 | 7 | 7 | 4 | 3

Some entries already given, limited to Apaf-1 inh and SENP6 block.
| molecule | Apaf-1 inh | SENP6 block |
| --- | --- | --- |
| Fc1ccc(NCc2cn3ccccc3n2)cc1 | -5 | 48 |
| COc1ccccc1/C(C)=N/NC(=S)NCc1ccccc1 | 7 | 15 |
| CN1CCCC(OC(=O)c2cccc(Br)c2)C1 (stereo unspecified) | -11 | 17 |
| O=C(O)C1CC=CCC1C(=O)NCCCN1CCCC1=O (stereo unspecified) | 4 | 1 |

Next part.
Order of results: SENP1 FRET inh | A3G deaminase | SENP8 block-1 | UBC13 polyUb | Apaf-1 inh | SENP8 block-2 | SENP7 inh | SENP6 block
- O=C1CCCC/C1=C/Nc1ccc(C(=O)O)cc1
 : 0 | 6 | -6 | -6 | -3 | 17 | -7 | -12
- COc1ccc(-n2ncc3c(=O)n(CC(=O)N4CCCc5ccccc54)cnc32)cc1
 : 1 | -7 | -81 | -2 | -5 | 3 | 1 | 0
- Cn1cnc([N+](=O)[O-])c1Sc1nc2ccccc2[nH]1
 : 0 | -3 | 13 | -11 | -17 | -5 | 12 | -8
- COC(=O)c1cccc(C(=O)Nc2ccc(C)cc2)n1
 : 1 | -2 | 9 | 1 | 9 | 24 | 43 | 11
- O=C(Oc1c(CN2CCOCC2)cc(Cl)c2cccnc12)c1ccccc1Cl
 : -1 | -11 | 14 | -7 | -5 | 4 | -1 | 13
- CC1(C)CC2(C)OC(=N)C1(C#N)C2(C#N)C#N (stereo unspecified)
 : 0 | -12 | -32 | -3 | -5 | -3 | 4 | -8
- C/C(=N\Nc1ccc([N+](=O)[O-])cc1[N+](=O)[O-])c1ccc(-n2nncc2C(C)(C)C)cc1
 : 3 | 7 | 31 | -42 | 22 | 3 | 4 | 1
- O=c1c2ccccc2ncn1-c1ccccc1[N+](=O)[O-]
 : 2 | -1 | -2 | 0 | -5 | -10 | -5 | 3
- NC(=O)c1nc(N2CCOCC2)nc(N2CCOCC2)n1
 : -2 | -5 | -43 | 1 | -10 | -2 | 2 | -12
- CCOC(=O)C1=C(CC)Nc2ccccc2N/C1=N\S(=O)(=O)c1ccc2ccccc2c1
 : -3 | -10 | 10 | -14 | 24 | -16 | -1 | 3
- CN(Cc1ccccc1F)C(=O)CN1C(=O)NC2(CCc3ccccc32)C1=O (stereo unspecified)
 : -3 | -3 | 22 | -4 | -3 | -9 | -4 | -11
- CCn1nnc(NC(=O)c2cc(Cl)c(OC)c(Cl)c2)n1
 : -1 | -3 | 4 | -12 | 10 | -8 | 4 | -6
- O=C(NC1CCCC1)c1cc(-c2cccc(Cl)c2)on1
 : 2 | -7 | 6 | 4 | 18 | -5 | -7 | -20
- Nn1c(SCc2nc3ccccc3[nH]2)nnc1-c1cccnc1
 : -4 | -4 | -2 | 0 | -1 | 1 | -3 | -3
- O=C(COc1coc(CN2CCc3ccccc3C2)cc1=O)Nc1ccccc1F
 : -2 | -6 | 6 | 0 | 2 | -7 | 10 | -14
- COc1cccc(-c2nc3cc(C)ccc3o2)c1
 : 2 | 0 | -32 | 7 | 15 | 96* | 100* | 98*
- COc1ccc(Cl)cc1NC(=O)CN(C)C(=O)c1ccc(C)s1
 : -6 | -10 | 15 | 12 | 0 | 0 | -2 | -11
- CCOC(=O)Nc1ccc(S(=O)(=O)NCc2ccccc2)cc1
 : 0 | -2 | 7 | -1 | -22 | 2 | 3 | -6
- Cc1cc2oc(C(=O)N(Cc3cccs3)C3CCS(=O)(=O)C3)cc(=O)c2cc1Cl (stereo unspecified)
 : 0 | 2 | 24 | 8 | 2 | 5 | 9 | 10
- Cc1cc(NC(=O)CSc2nnc(C3CC3)n2-c2ccccc2)no1
 : 4 | 6 | 10 | 4 | 2 | -4 | 3 | 3

(more compounds)
Order of results: SENP1 FRET inh | A3G deaminase | SENP8 block-1 | UBC13 polyUb | Apaf-1 inh | SENP8 block-2 | SENP7 inh | SENP6 block
- O=C(CCCN1C(=O)S/C(=C/C=C/c2ccccc2)C1=O)Nc1ccc(C(=O)O)cc1
 : 2 | -2 | -80 | -17 | -1 | -5 | -1 | -16
- CC(=O)N1CCC(=NNc2ncc(C(F)(F)F)cc2Cl)CC1
 : 1 | -4 | 6 | -5 | -14 | 7 | 3 | -10
- C=CCSC1=N/C(=C\c2cc(OCC)c(OC(C)=O)c([N+](=O)[O-])c2)C(=O)S1
 : 6 | 1 | 18 | -83 | 9 | 21 | 3 | 13
- COC(=O)CN1C(CN2CCOCC2)=Nc2ccc(Br)cc2C1c1ccccc1 (stereo unspecified)
 : 0 | 2 | 32 | -7 | -12 | -8 | -2 | -23
- COc1ccc(Br)cc1S(=O)(=O)NCCc1cccs1
 : 0 | -5 | 9 | 4 | 5 | -6 | 12 | -15
- Cc1cccc(C(=O)O/N=C(\c2ccccc2)c2cccnc2)c1
 : 5 | -6 | 4 | 10 | 2 | -9 | -7 | 3
- Cc1ccc(CNC(=O)c2ccc3c(c2)NC(=O)C(N2CCOCC2)S3)cc1 (stereo unspecified)
 : 9 | -1 | 23 | -11 | -5 | -5 | -6 | -13
- CNC(=S)/N=C/NOCc1ccc(Cl)cc1Cl
 : 2 | -10 | 2 | 0 | 13 | -12 | -10 | -7
- CCOC(=O)Cc1csc(NC(=O)/C=C\c2ccccc2)n1
 : 0 | -6 | -5 | -33 | 5 | -16 | -8 | -8
- C=CCN1C(=O)CN=C1Nc1cc(C)ccc1C
 : 1 | -5 | 31 | -10 | 5 | -8 | -3 | -15
- O=C(c1ccccc1Sc1ccc([N+](=O)[O-])cc1Cl)N1CCOCC1
 : -2 | -3 | 18 | 1 | -4 | 2 | -3 | -4
- CN(C)C(=O)c1ccccc1Sc1cc(Cl)ccc1Cl
 : 2 | -8 | 20 | 0 | -9 | 0 | 0 | -13
- Cc1ccc2nc(N3CCCCC3)c(C=O)c(=O)n2c1
 : . | -15 | . | 6 | -2 | 7 | -1 | -4
- Cc1ccc2cc(/C=N/NC(=O)c3ccc(F)cc3)c(Cl)nc2c1
 : 1 | 2 | 4 | -10 | -4 | 9 | 1 | 12
- COc1ccc(NC(=O)CSc2nnc(-c3ccccc3)n2Cc2ccco2)cc1OC
 : 1 | -7 | 6 | 2 | -13 | -2 | -9 | -6
- Cc1ccc(NC(=O)c2cccc(S(C)(=O)=O)c2)cc1
 : 3 | -8 | 14 | -2 | 6 | -8 | -9 | 3
- CC(Cc1ccccc1)NC(=O)/C=C/c1ccc([N+](=O)[O-])cc1 (stereo unspecified)
 : 1 | -7 | 8 | -24 | 2 | -11 | 0 | -10
- CC(=O)c1ccc(NC(=O)CSCCO)cc1
 : 0 | -5 | 8 | 20 | -17 | -2 | 5 | 9
- O=C(CSc1nnc(-c2ccccc2)n1Cc1ccco1)Nc1ccc2c(c1)OCCO2
 : 1 | 1 | 13 | -1 | 16 | 5 | 13 | 16
- COc1ccc(S(=O)(=O)N2CCCC(C(=O)Nc3ccc(OC)c(OC)c3)C2)cc1 (stereo unspecified)
 : 1 | -8 | 24 | -25 | 3 | -3 | -4 | 5

New compounds follow:
Order of results: SENP1 FRET inh | A3G deaminase | SENP8 block-1 | UBC13 polyUb | Apaf-1 inh | SENP8 block-2 | SENP7 inh | SENP6 block
- O=C(COn1nnc2ccc(Cl)cc21)NC12CC3CC(CC(C3)C1)C2
 : 2 | -7 | 3 | 8 | -9 | -1 | -4 | 9
- CCNC(=O)C(=O)Nc1ccc(OC)c(Cl)c1
 : -1 | -7 | -2 | 2 | 0 | -7 | 6 | 0
- NC(=O)c1ccc(SCC(=O)OCC(=O)NC2CCCCCCC2)c([N+](=O)[O-])c1
 : -14 | 0 | 1 | 3 | 5 | -3 | 13 | -22
- CCN(C(=O)COC(=O)c1ccco1)c1cccc2ccccc12
 : -2 | -6 | 1 | 0 | -6 | 3 | 0 | 5
- CC(C)CN(CC(C)C)C(=O)COn1nnc2ccc(S(=O)(=O)N3CCOCC3)cc21
 : 0 | -2 | 2 | -4 | 1 | 10 | -1 | 11
- O=C(NCc1nc2ccccc2[nH]1)C1=C[C@H](C2CC2)C[C@H](OCc2ccc(CO)cc2)O1
 : 0 | -13 | 1 | 2 | 2 | -9 | 12 | -18
- COc1cc(SC)ccc1C(=O)Nc1cc(C)ccn1
 : 0 | -6 | 9 | 19 | -5 | 39 | 61* | 63*
- Cc1ccc(OCCCCCCN2CCNCC2)cc1
 : 3 | -6 | 27 | 9 | 7 | -7 | 14 | -7
- CCN(CC)S(=O)(=O)c1cccc(NC2=NCC(C)S2)c1 (stereo unspecified)
 : -1 | -3 | 7 | 6 | 0 | 4 | -5 | 6
